SENP8 block-1 = inhibitors of human SENP8 protease; Q96LD8; hit rate 1.2% among 330,000; purified SENP8, Z-RLRGG-aminoluciferin cleavage, luminescence; inhibition, % at 10 µM; AID 2540; in the data active = inhibition above about 50%
Target sequence (Q96LD8 whole entry, looked up): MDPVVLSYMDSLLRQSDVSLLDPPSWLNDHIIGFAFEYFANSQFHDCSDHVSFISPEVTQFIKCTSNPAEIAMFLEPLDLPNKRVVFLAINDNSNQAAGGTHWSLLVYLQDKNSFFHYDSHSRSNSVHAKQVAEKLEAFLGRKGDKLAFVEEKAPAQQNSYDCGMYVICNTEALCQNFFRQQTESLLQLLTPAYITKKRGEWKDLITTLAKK
beta cell repl = MIN6 beta-cell proliferation induction; MIN6 cells proliferation, ATPlite luminescence, 48 h; cells starved in 0.2% serum; 100% = growth in 10% serum; proliferation, % at 10 µM; hit rate 0.29% among 330,000;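 active = compounds whose signal lies at least 3.5 SD above the mean of all wells on their plate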;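 also: 0% = DMSO-treated cells in low-serum medium and 100% = 10% serum control; some compounds called inactive have numbers as strong as hits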
SENP6 block = inhibitors of human SENP6 protease | hit rate 1.8% among 330,000 | AID 2599 | Recombinant SENP6 catalytic domain, aminoluciferin luminescence | Q9GZR1 | inhibition, % at 10 µM;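 active = inhibition above about 50% at the single tested dose, limit read from the data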;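 also: plate controls were DMSO wells with enzyme for no effect and DMSO wells lacking enzyme for full effect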
UBC13 polyUb = human UBC13 polyubiquitination inhibition; hit rate 0.47% among 330,000; AID 485273; UBC13 polyubiquitin chain formation, TR-FRET; inhibition, % at 20 µM; in the data active = inhibition above about 45%, passing the limit was not always enough; inconclusive = no clear call, values can overlap the other calls
Target sequence (P61088 whole entry, looked up): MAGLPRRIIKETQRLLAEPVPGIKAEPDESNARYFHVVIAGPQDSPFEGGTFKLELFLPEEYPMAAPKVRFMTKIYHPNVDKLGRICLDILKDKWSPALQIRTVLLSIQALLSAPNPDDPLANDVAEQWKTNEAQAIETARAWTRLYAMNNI
SENP1 FRET inh = SENP1 (human) catalytic domain inhibition. AID 624204. inhibition, % at 10 µM. Q9P0U3. recombinant SENP1 catalytic domain, CyPet-SUMO1-YPet FRET cleavage. hit rate 0.21% among 360,000;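 active = inhibition at least 30% at 10 µM, raw YFP signal under a set limit, fluorescence ratio 0.5 to 1.5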;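 also: 0% = enzyme with DMSO and 100% = no enzyme wells; some results filed as inactive read as strong as hits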
Target sequence (Q9P0U3 419-644 limits assumed): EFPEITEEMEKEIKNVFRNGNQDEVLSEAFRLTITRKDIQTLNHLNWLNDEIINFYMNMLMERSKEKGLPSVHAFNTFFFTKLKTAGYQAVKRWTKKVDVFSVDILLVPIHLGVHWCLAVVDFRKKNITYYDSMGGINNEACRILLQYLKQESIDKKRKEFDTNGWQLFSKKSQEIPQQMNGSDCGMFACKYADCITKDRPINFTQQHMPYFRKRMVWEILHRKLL
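Material: hSENP1 catalytic domain, recombinant; medium: Tris pH 8 with BME, BSA, NP40 and catalase; compound: single concentration of 10 µM compound, 0.5% DMSO final; technique: FRET read of cyan and yellow fluorescence; timing: 50 min enzyme reaction, room temperature, light-protected; reagent: SFCypet-SUMO1-SFYpet substrate at 25 nM; control set: no-enzyme low, enzyme-DMSO high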
SENP7 block = inhibitors of human SENP7 protease; Q9BQF6; recombinant SENP7, Z-RLRGG-aminoluciferin luminescence, 40 min; inhibition, % at 5 µM; hit rate 1.5% among 330,000;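 active = inhibition above about 50% at the single test dose, limit read from the data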;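 also: plate controls were DMSO with enzyme for no effect and no enzyme buffer wells for full effect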
Target sequence (Q9BQF6 706-1050 limits assumed): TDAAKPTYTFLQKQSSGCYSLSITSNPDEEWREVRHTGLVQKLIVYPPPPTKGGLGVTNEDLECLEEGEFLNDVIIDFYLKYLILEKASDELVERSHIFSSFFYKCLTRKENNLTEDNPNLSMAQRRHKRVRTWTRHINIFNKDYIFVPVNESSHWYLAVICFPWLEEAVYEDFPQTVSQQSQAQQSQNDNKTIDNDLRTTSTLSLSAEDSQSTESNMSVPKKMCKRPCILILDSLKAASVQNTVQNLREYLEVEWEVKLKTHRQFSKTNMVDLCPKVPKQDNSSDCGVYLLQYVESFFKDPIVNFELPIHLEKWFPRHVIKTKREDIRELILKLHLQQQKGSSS
SENP8 block-2 = SENP8 (human) protease inhibition; recombinant SENP8, Nedd8 substrate fluorescence; inhibition, % at 20 µM; hit rate 0.64% among 360,000; AID 602440; in the data active = inhibition mostly above about 40%, no sharp cut-off; inactive = mostly below about 27%
PfGluPho inh = PfG6PD (Plasmodium falciparum) enzyme inhibition; PfGluPho enzyme, NADPH resazurin-diaphorase fluorescence; inhibition, % at 20 µM; hit rate 0.78% among 350,000;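 active = inhibition reaching at least a set limit at 20 µM in the primary screen, cut at about 59% in these data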;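 also: 0% = DMSO wells with substrate and 100% = DMSO wells lacking glucose-6-phosphate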
HKDC1 inh = HKDC1 (human) hexokinase inhibition. Q2TB90. recombinant HKDC1, G6PDH/diaphorase resazurin coupled fluorescence. inhibition, % at 20 µM. hit rate 0.16% among 340,000. AID 493160;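 active = inhibition above about 35% when tested at 20 µM, limit read from the data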;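 also: plate controls were DMSO wells with enzyme for no effect and DMSO wells lacking enzyme for full effect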
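Incubation: 90 min at room temperature in dark / Material: recombinant HKDC1 (HK5) hexokinase enzyme, produced in-house / Quantity: enzyme 5 µg/mL final / Compound: one dose of 20 µM, 1% DMSO / Reagent: glucose and ATP substrates / Buffer or medium: Tris pH 8.0 buffer with MgCl2, Tween-20, BSA, BME / Technique: resorufin fluorescence at 613 nm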
* marks the source's active call; other numbers are inactive results; ? = inconclusive; . = not tested or not shown.

Second line of a record: beta cell repl | SENP1 FRET inh | SENP8 block-2 | PfGluPho inh | UBC13 polyUb | SENP6 block | HKDC1 inh | SENP7 block | SENP8 block-1
- O=C(CSc1nc(C(F)(F)F)cc(=O)[nH]1)Nc1nccs1
  -2.7 | 2.0 | 3.9 | -4.9 | -7.0 | -18.1 | -3.2 | 10.8 | -7.4
- CN1c2ccccc2C(C)(C)C12CCCC(=O)N2 (stereo not drawn)
  -0.2 | -58.5 | -5.8 | 15.0 | -7.1 | 1.7 | 4.8 | 3.7 | 1.4
- O=C(CSc1nc(-c2ccc(F)cc2)cc(C(F)(F)F)n1)NCCN1CCOCC1
  -2.9 | 1.0 | 21.2 | -1.3 | 1.0 | -13.0 | 0.9 | 1.5 | 3.0
- O=C(Nc1ccc(Cl)cn1)Nc1cccs1
  -3.7 | -1.8 | -3.9 | 0.5 | 4.6 | 29.8 | 2.8 | 8.9 | 3.4
- COc1ccc(CCNC(=O)C(NS(=O)(=O)c2cccc3nsnc23)C(C)C)cc1OC (stereo not drawn)
  -1.1 | 1.2 | 6.7 | -3.5 | -4.3 | 13.9 | -5.6 | 1.0 | 6.0
- CCc1nnc(N/N=C/c2ccc(O)c(OC)c2)n1N
  -2.9 | 1.9 | 8.5 | 71.7* | -11.8 | -5.1 | 3.5 | 4.9 | -1.0
- CC[C@@H]1C=C(C(=O)O)[C@H](c2cccc(C)c2)N1S(=O)(=O)c1ccc(C)cc1
  -0.7 | 2.1 | 4.1 | -18.1 | -4.0 | 14.6 | 3.8 | 2.5 | 1.1
- COc1ccc(S(=O)(=O)Nc2cccc3c2O[C@H](CN(C)Cc2ccncc2)[C@@H](C)CN([C@H](C)CO)C3=O)cc1
  -1.2 | -0.2 | 28.9 | 2.2 | 4.9 | -0.4 | -1.7 | 7.6 | -6.0
- N=C1/C(=C/c2cccn2Cc2ccc(Cl)cc2)C(=O)N=C2SC=CN12
  0.0 | -59.2 | 10.8 | -10.7 | -17.0 | -4.2 | -8.5 | -7.4 | -8.7
- CCC[N+](C)(C)C(C)C(OC(C)=O)c1ccccc1 (stereo not drawn)
  -0.7 | 1.7 | -0.3 | -0.1 | 1.6 | -0.8 | -2.1 | 1.4 | 4.3
- C=CCNC(=O)c1ccc(C2SCC(=O)N2Cc2ccccc2)cc1 (stereo not drawn)
  -3.1 | 5.5 | -24.8 | 3.1 | 5.4 | 5.3 | -5.1 | 3.6 | -6.6
- O=C(C[C@H]1C[C@H](C(=O)N2CCOCC2)[C@@]2(CCC3CCCC3)c3[nH]c4cc(-c5ccco5)ccc4c3CCN2C1=O)NCCc1ccccn1
  . | -24.5 | -376.4 | 33.1 | . | . | 10.2 | -9.1 | .
- COc1cc2c(cc1OC)C(c1ccc([N+](=O)[O-])cc1)NCC2 (stereo not drawn)
  -3.2 | -0.3 | 26.0 | 43.6 | -10.1 | -3.0 | -3.8 | 9.7 | -6.2
- O=C(N/N=C/c1ccccc1OC(=O)c1ccc2c(c1)OCO2)c1cccc(F)c1
  0.0 | -1.5 | 14.6 | -20.6 | 6.3 | 3.4 | 5.5 | 9.6 | -0.5
- CCN1N=C(c2cc(Cl)sc2Cl)CSC1=O
  -1.8 | 0.9 | 2.1 | -7.8 | 2.5 | -12.1 | 1.1 | -11.3 | -18.9
- CCOc1ccc(/C=C2\NC(=S)NC2=O)cc1
  -3.9 | -101.9 | -4.9 | -12.4 | -0.9 | -8.5 | -3.1 | 10.5 | -3.6
- CCOc1ccc(C(=O)NC(C(=O)NCc2ccccc2OC)C(C)C)cc1 (stereo not drawn)
  -2.2 | 0.0 | 13.6 | -9.9 | 11.4 | -6.1 | -0.1 | -6.3 | -0.9
- O=C(CNC(=O)c1cccs1)NCC(=O)OCc1ccccc1Br
  -3.1 | -0.2 | 9.2 | -8.7 | -1.9 | -12.1 | -6.9 | -8.4 | -0.1
- O=C(NCCN1C(=O)S/C(=C\c2ccc(Cl)c(Cl)c2)C1=O)c1cnccn1
  -2.0 | 0.6 | -29.8 | 11.7 | -6.6 | -3.3 | -4.2 | 2.3 | 1.9
- O=C(NC1CCCCC1)C1CCN(C(=O)NCc2ccccc2)CC1
  -3.3 | 0.4 | 1.0 | -0.9 | -10.5 | 13.0 | -6.0 | 6.3 | 3.1
- COc1cccc(CNC(=O)CCCCCNC(=O)N2CCn3c2nc2ccccc23)c1
  2.1 | -1.4 | 8.4 | -1.6 | -2.6 | -14.6 | -4.4 | 1.8 | -0.3
- Cn1nccc1NC(=O)c1nccnc1C(=O)O
  -1.1 | -0.7 | 9.2 | -4.3 | 4.2 | -12.4 | -4.7 | 10.6 | -9.4
- CC(C)(C)OC(=O)CNC(=O)c1nc[nH]c1C(=O)NCc1ccccc1
  -1.7 | 1.6 | 6.2 | -4.9 | 1.7 | -21.6 | -5.3 | -12.6 | -13.0
- CC(C)(C)C(=O)COC(=O)c1ccc(O)cc1
  -1.2 | 2.7 | 10.5 | -3.3 | -10.5 | -13.9 | 0.6 | -6.3 | -3.3
- CCN(CC)CCSc1nnc2c3ccccc3n(CCc3ccccc3)c2n1
  -5.1 | 1.0 | 9.4 | 11.2 | 5.9 | 14.9 | -5.8 | 6.1 | -0.1
- Cc1nc2ccc(NC(=O)Cc3cccc(F)c3)cc2s1
  -2.4 | 0.3 | 4.2 | -14.8 | -3.6 | -12.9 | -2.7 | 0.4 | -13.3
- c1ccc(Cn2nnc3c(N4CCC5(CC4)OCCO5)ncnc32)cc1
  -2.3 | 1.1 | 19.4 | -7.7 | 2.7 | 15.4 | 2.9 | -5.5 | -1.0
- COc1ccccc1N(CC(=O)NCCSCc1ccc(C)cc1)S(=O)(=O)c1ccccc1
  -5.9 | 2.3 | 10.6 | 9.8 | 0.2 | -10.5 | -1.3 | -11.3 | -7.6
- O=C(CSc1cccc(C(F)(F)F)c1)Nc1ccc(N2CCOCC2)cc1
  -2.8 | 0.3 | 15.4 | 1.3 | 4.1 | -12.9 | -5.4 | 8.7 | 6.2
- CCOC(=O)CC(=O)CSc1nc(-c2ccccc2)cc(-c2ccccc2)c1C#N
  -4.1 | 11.6 | -50.7 | 6.9 | ? | -28.9 | -8.2 | -4.6 | -14.0

Brought forward from above: 4 compounds, followed by the next part.
Second line of a record: beta cell repl | SENP1 FRET inh | SENP8 block-2 | PfGluPho inh | UBC13 polyUb | SENP6 block | HKDC1 inh | SENP7 block | SENP8 block-1
- c1ccc(Cn2nnc3c(N4CCC5(CC4)OCCO5)ncnc32)cc1
  -2.3 | 1.1 | 19.4 | -7.7 | 2.7 | 15.4 | 2.9 | -5.5 | -1.0
- COc1ccccc1N(CC(=O)NCCSCc1ccc(C)cc1)S(=O)(=O)c1ccccc1
  -5.9 | 2.3 | 10.6 | 9.8 | 0.2 | -10.5 | -1.3 | -11.3 | -7.6
- O=C(CSc1cccc(C(F)(F)F)c1)Nc1ccc(N2CCOCC2)cc1
  -2.8 | 0.3 | 15.4 | 1.3 | 4.1 | -12.9 | -5.4 | 8.7 | 6.2
- CCOC(=O)CC(=O)CSc1nc(-c2ccccc2)cc(-c2ccccc2)c1C#N
  -4.1 | 11.6 | -50.7 | 6.9 | ? | -28.9 | -8.2 | -4.6 | -14.0
- O=C(CCC1CCCCC1)NNC(=O)NC12CC3CC(CC(C3)C1)C2
  -6.1 | -0.9 | 3.0 | -17.2 | -0.6 | -14.2 | -5.3 | -12.6 | -6.0
- C[C@H]1CCC[C@@]2(O[C@H](CCO)C[C@@H](O)[C@@H]2O)O1
  -2.6 | 2.6 | 13.5 | 10.4 | 1.4 | -16.0 | -6.9 | -6.6 | -3.6
- O=C(c1ccc(=O)[nH]c1)N1CCN(S(=O)(=O)c2ccccc2)CC1
  2.5 | 0.5 | 0.6 | -5.9 | 11.6 | -4.9 | -2.2 | -2.6 | -3.7
- CCn1c(SC(C)C)nnc1-c1cc(-c2ccccc2)sc1N
  -6.2 | -1.7 | -192.6 | 44.3 | -2.5 | -7.5 | 2.2 | 2.1 | -1.2
- CCCCOC(=O)Nc1ccc(C(N)=O)cc1
  -2.5 | 2.0 | 8.6 | -6.5 | 1.6 | -11.3 | -4.1 | 9.7 | -15.6
- COC(=O)c1sc(-c2ccccc2)cc1NC(=O)c1ccc(OC)cc1
  -1.9 | 0.3 | -150.6 | -16.0 | 22.5 | 16.9 | 14.7 | -8.1 | -0.1
- CC(=O)Nc1ccc(C(=O)OCC(=O)N(Cc2ccccc2)C(C)(C)C)cc1
  1.6 | -1.3 | 7.7 | -4.2 | 0.9 | -12.5 | -7.6 | -0.8 | 4.4
- Cc1ccc(NC(=O)NCc2c(C)nn(C)c2C)cc1Cl
  -2.0 | 2.0 | 11.6 | -10.6 | -7.1 | 7.3 | 1.1 | -18.5 | 43.8
- O=C(CSc1nnc(COc2ccc(F)cc2)o1)N1CCCCC1
  0.0 | -1.9 | 12.2 | -3.8 | 6.7 | -7.6 | -4.6 | 0.1 | -1.8
- O=C(NN=Cc1ccc([N+](=O)[O-])cc1)c1ccncc1
  . | 4.7 | 7.8 | -17.0 | . | . | 2.0 | . | .
- NNC(=O)c1sc(-c2ccccc2)cc1N
  -2.2 | 14.5 | -404.9 | -3.6 | 20.5 | -5.7 | 1.4 | 3.4 | -1.0
- COc1ccccc1-n1cnnc1SCC(=O)NC1CCCC1
  -0.5 | 0.8 | 11.3 | 1.3 | -1.6 | -21.9 | 1.0 | -6.4 | -14.9
- Cc1cccc(NC(=O)C[n+]2ccccc2)c1
  1.1 | 2.0 | 12.4 | 6.8 | 10.8 | 10.2 | -6.5 | -10.5 | -0.3
- CCN(CC)CCN(C(=O)c1ccc(C(=O)c2ccccc2)cc1)c1nc2ccc(OC)cc2s1
  -4.3 | -0.2 | 7.0 | 20.1 | 11.9 | 1.7 | 3.2 | 2.2 | 3.3
- CN(C)c1ccc(/C=N/NC(=O)c2ccc(-n3cnnn3)cc2)cc1
  0.8 | -34.7 | -95.9 | -11.7 | -9.1 | -10.9 | 2.7 | -4.0 | -7.3
- CCOC(=O)C1=C(C)N(C)C(=O)C1CC(=O)O (stereo not drawn)
  2.4 | 1.0 | 6.4 | -1.7 | -10.9 | -1.2 | 0.2 | 13.7 | 1.0
- O=C(CN1CCC(C(=O)c2ccc3c(c2)OCCO3)CC1)NC1CCCC1
  -0.1 | -7.0 | -3.0 | -12.9 | 2.0 | -9.1 | 0.7 | -5.5 | -12.5
- COc1ccc(-c2nnc(SCCC(=O)O)n2C)cc1OC
  0.4 | 0.6 | 18.1 | 4.3 | -4.3 | -2.0 | -3.1 | 14.7 | -8.1
- O=C(Nc1ccc2c(c1)N(Cc1ccccc1)C(=O)c1ccccc1S2)NC1CC1
  -4.6 | 0.5 | 22.1 | 13.9 | 10.3 | -1.8 | 3.5 | 2.3 | 2.8
- CC(=O)Nc1cccc(NC(=O)COc2ccc3c(c2)OCO3)c1
  -1.9 | -0.9 | 17.6 | -7.2 | -3.1 | 5.1 | -0.7 | -0.5 | -4.5

Assay outcomes (PubChem)
